TRPC6 activator = mouse TRPC6 channel activators, primary screen, cell-based, HEK293, membrane potential dye. HEK293-TRPC6 membrane potential dye fluorescence; stronger effect = higher value. B-score at 10 µM. 0.13% of 310,000 active;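 active = B-score of the integrated fluorescence ratio above library mean plus 3 SD, and starting fluorescence ratio within library mean plus 5 SD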;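 also: higher score means more depolarization so channel activation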
TRPC6 inhibitor = mouse TRPC6 channel inhibitors, primary screen, cell-based, HEK293, membrane potential dye; 1.1% of 310,000 active; Short transient receptor potential channel 6 (Mus musculus), Q61143; B-score at 10 µM; ACh-evoked depolarization; stronger effect = lower value;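 active = B-score under library mean minus 3 SD, initial fluorescence not abnormally high, positive integrated signal ratio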;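 also: B-score derived from integrated fluorescence ratio over the kinetic read; more negative B-score means stronger inhibition of depolarization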
TRPC4 potent = positive allosteric modulators of TRPC4, primary screen, cell-based, mouse TRPC4beta, HEK293 mu-opioid, Fluo-4 calcium | 0.42% of 310,000 active | B-score at 10 µM | Short transient receptor potential channel 4 (Mus musculus), Q9QUQ5 | DAMGO EC20, Fluo-4 Ca2+ flux; stronger effect = higher value;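 active = B-score of calcium response area above 5 SD of library B-scores, with initial fluorescence ratio within 5 SD of library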;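 also: B-score of integrated fluorescence ratio over time as area under calcium response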
MrgX1 PAM = positive allosteric modulators of MrgX1, primary screen, HEK293 cells, Fluo-4 calcium flux | Mas-related G-protein coupled receptor member X1 (Homo sapiens), Q96LB2 | FDSS; stronger effect = higher value | B-score at 10 µM | 0.63% of 310,000 active;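 active = plate-corrected calcium response at least 3 library SD above typical, normal starting fluorescence, not activating the receptor alone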;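 also: compound read alongside a low EC10 to EC30 dose of BAM8-22 agonist; peak minus trough fluorescence over baseline measured at the second addition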
Target sequence (Q96LB2 whole entry, looked up): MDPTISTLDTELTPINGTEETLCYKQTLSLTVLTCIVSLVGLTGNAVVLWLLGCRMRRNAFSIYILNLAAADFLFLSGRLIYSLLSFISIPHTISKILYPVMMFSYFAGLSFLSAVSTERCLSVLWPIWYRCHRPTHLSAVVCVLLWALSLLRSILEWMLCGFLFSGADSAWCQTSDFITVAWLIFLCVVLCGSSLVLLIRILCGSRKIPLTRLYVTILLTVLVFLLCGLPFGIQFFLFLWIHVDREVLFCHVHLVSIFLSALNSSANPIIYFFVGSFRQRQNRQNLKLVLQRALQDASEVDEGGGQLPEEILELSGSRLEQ
MrgX1 agonist = agonists of human MrgX1 receptor, primary screen, HEK293 cells, Fluo-4 calcium flux. Mas-related G-protein coupled receptor member X1 (Homo sapiens), Q96LB2. Fluo-4 calcium fluorescence, agonist mode; stronger effect = higher value. B-score at 10 µM. 0.44% of 310,000 active. AID 588627, 2011;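 active = calcium response B-score plate-corrected fluorescence ratio at least 3 library SD, with starting fluorescence B-score inside 5 SD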
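Material – MrgX1-expressing HEK293 cells · Input – 15,000 cells seeded per well · Dosing – compound as first of three additions · Times – overnight seeding, then 1 h dark dye loading · Measured by – kinetic Fluo-4 NW fluorescence of intracellular calcium · Read-out – B-scored fluorescence response ratio · Benchmarks – positive and negative control wells on each plate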
TMEM16A inh = TMEM16A chloride channel inhibitors, primary screen, cell-based, HTS. HEK293 TMEM16A/YFP iodide influx fluorescence, ionomycin. normalized B-score (activity score, 25-100; higher = stronger inhibition) at 10 µM. 1.2% of 310,000 active. AID 588511, 2011;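 active = ratio plate-corrected score three or more library SD toward inhibition, starting fluorescence score within five deviations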;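 also: score derived from kinetic fluorescence span divided by baseline fluorescence per well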
RGS4 inh = RGS4 inhibitors, primary screen, cell-based, HEK293 M3R inducible RGS4, calcium flux; B-score at 10 µM; Regulator of G-protein signaling 4 (Homo sapiens), P49798; AID 463165, 2010; 0.45% of 310,000 active; Fluo-4 calcium flux; stronger effect = higher value; triggered by carbachol at its EC20;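 active = B-score, a plate-corrected calcium signal, over three deviations above library mean, with baseline fluorescence within five deviations of library mean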;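 also: RGS4 expression induced by doxycycline in cells with stable M3 receptor; B-score is computed from the integrated fluorescence ratio over baseline after carbachol; higher B-score means a larger calcium signal and so more RGS4 inhibition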
Target sequence (P49798 whole entry, looked up): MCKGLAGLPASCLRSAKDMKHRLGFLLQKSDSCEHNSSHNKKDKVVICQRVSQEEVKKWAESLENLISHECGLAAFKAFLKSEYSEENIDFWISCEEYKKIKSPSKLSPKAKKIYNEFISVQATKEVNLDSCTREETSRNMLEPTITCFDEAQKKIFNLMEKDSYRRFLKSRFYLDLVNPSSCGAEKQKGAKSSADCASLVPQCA
TRPC4 inh = inhibitors of mouse TRPC4 channel, primary screen, Fluo4 calcium, HEK293 TRPC4beta/mu-opioid cells; 0.39% of 300,000 active; B-score at 10 µM; AID 2247, 2010; Short transient receptor potential channel 4 (Mus musculus), Q9QUQ5; DAMGO-evoked Fluo4 calcium flux; stronger effect = lower value;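 active = B-score over 3 SD under the library average, no early fluorescence shift, positive overall ratio signal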
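Assay system – HEK293 line stably carrying TRPC4beta and mu-opioid receptor · Doses – single dose · Detection – Fluo4 calcium-dye fluorescence, kinetic read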
MrgX1 antag = antagonists of human MrgX1 receptor, primary screen, HEK293 cells, Fluo-4 calcium flux. Mas-related G-protein coupled receptor member X1 (Homo sapiens), Q96LB2. B-score at 10 µM. 1.3% of 310,000 active. BAM8-22 antagonism; stronger effect = lower value;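 active = calcium-response B-score plate-corrected more than 3 library SD below zero, starting fluorescence within 5 deviations, no agonist response on first addition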;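 also: peak minus trough fluorescence over baseline after final BAM8-22 challenge near maximal dose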
ANO1 activ = TMEM16A chloride channel activators or potentiators, primary screen, cell-based, HTS. HEK293 TMEM16A/YFP-H148Q/I152L, iodide quench fluorescence; stronger effect = lower value. B-score at 10 µM. 0.3% of 340,000 active. AID 623877, 2012;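 active = fluorescence-ratio B-score plate-corrected deviation score at least 3 library SD below zero, with starting fluorescence score within 5 deviations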;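 also: channel opened by trigger with iodide after compound preincubation; score built on the fluorescence ratio of max minus min over baseline; more negative score means more quench and so TMEM16A activation or potentiation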
TRPC4 agonist = activators of mouse TRPC4 channel, primary screen, Fluo4 calcium, HEK293 TRPC4beta/mu-opioid cells. Short transient receptor potential channel 4 (Mus musculus), Q9QUQ5. Fluo4 calcium fluorescence; stronger effect = higher value. B-score at 10 µM. 0.49% of 310,000 active;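 active = B-score above 5 SD of library B-scores, and initial fluorescence ratio not above library mean plus 5 SD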;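 also: positive B-score marks a calcium rise read as TRPC4 activation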
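Material: HEK293 stable line with TRPC4beta plus mu-opioid receptor; technique: Fluo4 calcium-sensitive dye fluorescence, kinetic, 1 Hz baseline; timing: Fluo4 dye loading 45 min at room temperature, 110 s recording; controls: assay buffer as low control, maximal DAMGO as high control; read-out: integrated baseline-normalised fluorescence ratio, converted to per-well B score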
The depositor's hits bear a star; i = inactive; / = no result given.

SMILES	TRPC6 activator	TRPC6 inhibitor	TRPC4 potent	MrgX1 PAM	MrgX1 agonist	TMEM16A inh	RGS4 inh	TRPC4 inh	MrgX1 antag	ANO1 activ	TRPC4 agonist
COc1cccc(N2CCN(C(=O)c3ccc(-c4ccccc4)cc3)CC2)c1	i	i	i	i	i	i	i	i	i	i	i
CN1CCN(CC(=O)N2c3ccccc3C(C)(c3ccc(Cl)cc3)CC2(C)C)CC1 (stereo not given)	i	i	i	i	i	i	i	i	i	i	i
O=S(=O)(NCc1ccc(Cl)cc1)c1cccc2cccnc12	i	i	i	i	i	i	i	i	i	i	i
COc1ccc(C(=S)N2CCCCCC2)cc1	i	i	i	i	i	i	i	i	i	i	i
CCOc1cc(NC(=O)c2cnccn2)c(OCC)cc1NC(=O)c1cccc(F)c1	i	i	i	i	i	i	i	i	i	/	i
Cc1ccc(C(=O)O/N=C/c2ccc3c(c2)OCO3)cc1	i	i	i	i	i	i	i	i	i	i	i
Cc1ccc(N)cc1NC(=O)CN1CCOCC1	i	i	i	i	i	i	i	i	i	i	i
COc1ccc(NC(=O)CSc2nc3ccccc3c(=O)n2CCNC(C)=O)cc1	i	i	i	i	i	i	i	i	i	i	i
COc1cc(C)ccc1S(=O)(=O)N1CCN(C23CC4CC(CC(C4)C2)C3)CC1	i	i	i	i	i	i	i	i	i	i	i
COC(=O)c1[nH]c2ccccc2c1NC(=O)CNC1CCCCC1	i	i	i	i	i	i	i	i	i	i	i
CC(C)(C)OC(=O)NCC1CCN(S(=O)(=O)Cc2ccccc2)CC1	i	i	i	i	i	i	i	i	i	i	i
CCOc1ccc(-n2c(C)cc(/C=N\NC(=O)CC(=O)NC3CCCCC3)c2C)cc1	i	i	i	i	i	i	i	i	i	i	i
CSc1ncc(CO)n1Cc1ccccc1	i	i	i	i	i	i	i	i	i	i	i
COc1ccc(OC)c(S(=O)(=O)N(C(C)=O)c2ccc3oc(=O)sc3c2)c1	i	i	i	i	i	i	i	i	i	i	i
CCN(CC)S(=O)(=O)c1cc(C(=O)Oc2cccc(-c3cnc4ccccc4n3)c2)ccc1OC	i	i	i	i	i	i	i	i	i	i	i
CCCNC(=O)NC(=O)CSc1ncc(C(F)(F)F)cc1Cl	i	i	i	i	i	i	i	i	i	i	i
COC(=O)c1ccc(NC(=O)c2ccccc2N(C)S(C)(=O)=O)cc1	i	i	i	i	i	i	i	i	i	i	i
CCCNC(=O)CSCc1nc(-c2ccc(SC)cc2)oc1C	i	i	i	i	i	i	i	i	i	i	i
O=C(NCc1csc(-c2ccccc2)n1)c1ccco1	i	i	i	i	i	i	i	i	i	i	i
CN(Cc1ccccc1)C(=S)NC(=O)c1ccccc1	i	i	i	i	i	i	i	i	i	i	i
CC(C)C[C@H](NC(=O)OC(C)(C)C)C(=O)N1CCC(C(=O)N[C@@H](Cc2ccccc2)C(=O)O)CC1	/	/	/	i	i	i	/	/	i	i	/
Cc1c(C)n(CCC#N)c2ccccc12	i	i	i	i	i	i	i	i	i	i	i
CCCCCSc1nc(O)cc(=O)[nH]1	i	i	i	i	i	i	i	i	i	i	i
O=C1CSC(c2cccs2)N1c1ccccc1 (stereo not given)	i	i	i	i	i	i	i	i	i	i	i
COc1ccc(C(=O)NCC2CCCN2S(=O)(=O)c2cccs2)cc1OC (stereo not given)	i	i	i	i	i	i	i	i	i	i	i
CC1CCCN(C2=C(NS(=O)(=O)c3ccc(Cl)cc3)C(=O)c3ccccc3C2=O)C1 (stereo not given)	i	i	i	i	i	i	i	i	i	i	i
COCC(=O)N1CCC(Oc2ccc(C(=O)NCCCn3cccn3)cc2)CC1	i	i	i	i	i	i	i	i	i	i	i
CCS(=O)(=O)c1ncc(Cl)c(C(=O)Nc2ccc(C)cc2)n1	i	i	i	i	i	i	i	i	i	i	i
Cc1cc(C)nc(SCCn2c(N3CC(C)OC(C)C3)nc3c2c(=O)n(C)c(=O)n3C)n1 (stereo not given)	i	i	i	i	i	i	i	i	i	i	i
N#Cc1cnn(-c2nc(SCc3ccccc3)nc3sc4c(c23)CCCC4)c1N	i	i	i	i	i	i	i	i	i	i	i
O=C1CCCc2nc3c(cc21)C(O)Oc1ccccc1-3 (stereo not given)	i	i	i	i	i	i	i	i	i	i	i
O=c1c2[nH]c3ccc(F)cc3c2ncn1CCN1CCN(Cc2ccccc2)CC1	i	i	i	i	i	i	i	i	i	i	i
CN(C)C1=NC[C@H](Cc2ccccc2)N1CC1CCC(C(C)(C)C)CC1 (stereo not given in full)	i	i	i	i	i	i	i	i	-6.2*	i	i
Clc1ccc(OCc2cnc(Cl)s2)cc1	i	i	i	i	i	i	i	i	i	i	i
C=C(C)Cn1c(SCC(=O)N/N=C/c2ccccc2OCC(=O)O)nnc1-c1ccc(Br)cc1	i	i	i	i	i	i	i	i	i	i	i
CCn1c(CNC(=O)c2cccc(C)c2)nc2ccccc21	i	i	i	i	i	i	i	i	i	i	i
Cc1ccc2sc(C)[n+](CCC(C)S(=O)(=O)[O-])c2c1 (stereo not given)	i	i	i	i	i	i	i	i	i	i	i
Cc1[nH]c2ccc(OC(F)(F)F)cc2c1CCN1C(=O)c2ccc(C(=O)O)cc2C1=O	i	i	i	i	i	i	i	i	i	i	i
COc1ccc2ccccc2c1CN1CCSCC1	i	i	i	i	i	i	i	i	i	i	i
O=C(Nc1ncc(Cc2cccc(Cl)c2Cl)s1)C1CCCO1 (stereo not given)	i	i	i	i	i	i	i	i	i	i	i
COc1ccc(-c2cc(C(F)F)n3ncc(C(=O)N4CCCc5ccccc54)c3n2)cc1	i	i	i	i	i	i	i	i	i	i	i
Cc1ccccc1NCC(=O)N=Nc1c(O)[nH]c2ccc([N+](=O)[O-])cc12	i	i	i	i	i	i	i	i	i	i	i
COc1ccccc1NC(=O)CN(c1ccccc1OC)S(=O)(=O)c1ccccc1	i	i	i	i	i	i	i	i	i	i	i
CCOC(=O)[C@H]1[C@H]2COc3cc(OC)ccc3[C@@H]2N2C(=O)c3cc(OC)ccc3NC(=O)[C@@]12C	/	/	/	i	i	i	/	/	i	i	/
CN(C)S(=O)(=O)c1ccc2c(c1)nc(CCC(=O)NCc1ccc(Cl)cc1)n2C	i	i	i	i	i	i	i	i	i	i	i
Cc1cc(C(=O)COC(=O)C2CC2)c(C)n1-c1ccc(F)cc1	i	i	i	i	i	i	i	i	i	i	i
O=C1N/C(=C/c2ccsc2)C(=O)N1c1ccccc1	i	i	i	i	i	i	i	i	i	i	i
Cc1ccccc1C(=O)NC1CCN(CC(=O)Nc2ccccc2Cl)CC1	i	i	i	i	i	i	i	i	i	i	i
NC(=O)NC(=O)COC(=O)/C=C/c1cccc(Br)c1	i	i	i	i	i	i	i	i	i	i	i
CCn1c(COc2cccc(OC)c2)nnc1SCC(=O)Nc1ccccc1C(=O)OC	i	i	i	i	i	i	i	i	i	i	i
Cc1ccccc1-c1nc(CS(=O)(=O)CC(=O)NCCc2ccccc2)c(C)o1	i	i	i	i	i	i	i	i	i	i	i
CC(=O)c1cccc(S(=O)(=O)Nc2ccc3nc(C)sc3c2)c1	i	i	i	i	i	100*	i	i	i	i	i
O=C(Oc1cccc(-n2cnnn2)c1)C1CCCCC1	i	i	i	i	i	i	i	i	i	i	i
O=C(Cn1nc(-c2ccc3c(c2)OCCO3)ccc1=O)Nc1ccc(N2CCOCC2)cc1	i	i	i	i	i	i	i	i	i	/	i
Cc1cccc(-n2c(O)c(C=Nc3ccccc3N)c(=O)[nH]c2=O)c1	i	i	i	i	i	i	i	i	i	i	i
Cn1c(CNC(=O)CCNC(=O)c2ccccc2)cc(=O)n(C)c1=O	i	i	i	i	i	i	i	i	i	i	i
CC(C)NC(=O)CSc1nc(Cc2cccs2)nc2ccccc12	i	i	i	i	i	i	i	i	i	i	i
Cc1nnc(NC(=O)CSc2nnc(CC(=O)Nc3ccccc3F)n2C)s1	i	i	i	i	i	i	i	i	i	i	i
O=C(Nc1cccnc1Cl)c1cc2c(s1)-c1ccccc1OC2	i	i	i	i	i	i	i	i	i	i	i
CCC(=O)NC(=S)Nc1ccc(NC(=O)c2ccc([N+](=O)[O-])cc2)cc1	i	i	i	i	i	i	i	i	i	i	i

Next part:
SMILES	TRPC6 activator	TRPC6 inhibitor	TRPC4 potent	MrgX1 PAM	MrgX1 agonist	TMEM16A inh	RGS4 inh	TRPC4 inh	MrgX1 antag	ANO1 activ	TRPC4 agonist
Cn1nnc(NCc2cc(Br)ccc2OCc2cccs2)n1	i	i	i	i	i	i	i	i	i	i	i
COc1ccc(OC)c(C2SCCN2S(=O)(=O)c2cccc(C(F)(F)F)c2)c1 (stereo not given)	i	i	i	i	i	i	i	i	i	i	i
COC(=O)c1cn(NC(=O)c2ccncc2)c(=O)c2ccccc12	i	i	i	i	i	i	i	i	i	i	i
Clc1cccc(Cl)c1CSc1nnc2ccccn12	i	i	i	i	i	i	i	i	i	i	i
Cc1ccc(NC(=O)CSc2nnc(-c3ccoc3C)n2CCCN(C)C)cc1Cl	i	i	i	i	i	i	i	i	i	i	i
Clc1cc2nc(-c3cccnc3Cl)[nH]c2cc1Cl	i	i	i	i	i	i	i	i	i	i	i
O=C(O)c1ccc(/C=N/NC(=O)C2CC2(c2ccccc2)c2ccccc2)cc1 (stereo not given)	i	i	i	i	i	i	i	i	-5.7*	/	i
Cc1ccc(C)c(NC(=O)CCN2CCCCC2)c1	i	i	i	i	i	i	i	i	i	i	i
CCOC(=O)C(O)(CC(=O)c1ccc(OC)cc1)C(F)(F)F (stereo not given)	i	i	i	i	i	i	i	i	i	i	i

Compound activity as filed in PubChem BioAssay.
